M5 PAM: human M5 muscarinic receptor positive allosteric modulators, primary screen, CHO-K1 cells, Fluo-8 calcium fluorescence; actives 0.3% (n = 360,000); activation, % at 3 µM; CHO-K1 hM5, ACh EC20 PAM; 0% = ACh EC20, 100% = ACh EC100; AID 624038, 2012;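 active = activation above the run cutoff, the mean activation of all test compounds plus 3 SD, cut at about 18% in these data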
Target sequence (P08912 whole entry, looked up): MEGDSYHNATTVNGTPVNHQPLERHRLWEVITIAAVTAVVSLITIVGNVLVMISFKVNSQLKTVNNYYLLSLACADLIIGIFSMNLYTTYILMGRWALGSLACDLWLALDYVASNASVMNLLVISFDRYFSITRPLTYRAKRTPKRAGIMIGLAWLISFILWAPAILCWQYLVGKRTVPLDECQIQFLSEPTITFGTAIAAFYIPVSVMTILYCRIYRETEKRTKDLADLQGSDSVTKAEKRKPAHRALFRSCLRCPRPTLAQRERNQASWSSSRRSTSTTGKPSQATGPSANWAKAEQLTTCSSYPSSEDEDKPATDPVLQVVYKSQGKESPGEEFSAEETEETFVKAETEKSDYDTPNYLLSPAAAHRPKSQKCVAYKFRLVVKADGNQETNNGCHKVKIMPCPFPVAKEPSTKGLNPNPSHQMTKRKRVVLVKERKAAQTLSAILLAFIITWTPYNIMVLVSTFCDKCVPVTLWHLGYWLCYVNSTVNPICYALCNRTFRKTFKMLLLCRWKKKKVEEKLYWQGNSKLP
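Assay system: CHO-K1 hM5 cells. Also added: acetylcholine at EC20 concentration, added after compound. Dosing: 3 µM, single dose. Times: compound preincubation 140 s before EC20 acetylcholine addition. Signal: Fluo-8 calcium fluorescence. Measure: % activation relative to EC20 and EC100 ACh responses. Repeats: singlicate, one well per test compound.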
M5 antag: human M5 muscarinic receptor antagonists, primary screen, CHO cells, Fluo-8 calcium fluorescence. Muscarinic acetylcholine receptor M5 (Homo sapiens), P08912. CHO-hM5 cells, ACh EC80. inhibition, % at 3 µM. actives 0.59% (n = 360,000). AID 624040, 2012;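 active = inhibition above a per-plate cutoff, the mean of that plate's test compounds plus 3 SD, cut at about 27% in these data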;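 note: 0% = acetylcholine EC80 with DMSO and 100% = DMSO without agonist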
M4 PAM: human M4 muscarinic receptor positive allosteric modulators, primary screen, CHO-K1 cells, Fluo-8 calcium fluorescence. CHO-K1 hM4/Gqi5, ACh EC20; 0% = ACh EC20, 100% = maximal ACh. Muscarinic acetylcholine receptor M4 (Homo sapiens), P08173. actives 0.4% (n = 360,000). activation, % at 3 µM. AID 624126, 2012;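 active = activation above its plate's cutoff, the mean activation of sample wells plus 3 SD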; note: some results filed as inactive read as strong as hits
Target sequence (P08173 whole entry, looked up): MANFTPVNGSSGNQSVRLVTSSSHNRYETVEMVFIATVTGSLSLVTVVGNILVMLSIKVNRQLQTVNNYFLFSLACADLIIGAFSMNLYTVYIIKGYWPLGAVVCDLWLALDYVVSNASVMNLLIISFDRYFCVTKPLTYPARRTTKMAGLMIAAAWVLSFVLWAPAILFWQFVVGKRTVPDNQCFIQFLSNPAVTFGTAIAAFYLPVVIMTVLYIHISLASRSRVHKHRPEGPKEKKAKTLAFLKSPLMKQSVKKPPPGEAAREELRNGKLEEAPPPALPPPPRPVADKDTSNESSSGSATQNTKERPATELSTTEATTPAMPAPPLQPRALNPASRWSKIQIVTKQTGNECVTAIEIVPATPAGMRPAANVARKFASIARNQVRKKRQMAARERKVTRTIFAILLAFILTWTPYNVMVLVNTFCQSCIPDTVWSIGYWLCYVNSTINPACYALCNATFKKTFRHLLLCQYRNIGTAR
M4 antag: human M4 muscarinic receptor antagonists, primary screen, CHO cells, Fluo-8 calcium fluorescence; AID 624125, 2012; inhibition, % at 3 µM; actives 0.73% (n = 360,000); CHO-hM4 cells, ACh EC80;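 active = inhibition above its plate's cutoff, the mean inhibition of sample wells plus 3 SD, cut at about 27% in these data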;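 note: 0% = acetylcholine EC80 with DMSO and 100% = DMSO without agonist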
CRFR2-BP antag: antagonists of CRF-BP/CRF-R2 complex, primary screen, cell-based, HEK293, calcium dye fluorescence, uHTS; CRF-induced calcium fluorescence; actives 0.59% (n = 350,000); inhibition, % at 11.8 µM;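 active = inhibition of the ligand-induced calcium signal above about 50% at the single tested concentration, limit read from the data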
CRFR2-BP ag: agonists of CRF-BP/CRF-R2 complex, primary screen, cell-based, HEK293, calcium dye fluorescence, uHTS | CRF-binding protein / CRF receptor 2 complex (human) | activation, % at 13.2 µM | AID 588473, 2011 | calcium dye fluorescence (FLIPR); percent of saturating CRF peptide response | actives 0.46% (n = 350,000);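 active = activation of at least 50%, plus an integration ratio under a set limit after plate pattern correction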;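 note: plate controls were neutral control wells without compound for no effect and CRF at EC100 for full effect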
IDE inh: human IDE inhibitors in live cells, primary screen, fluorescence polarization, HEK cells, FAbetaB substrate; inhibition, % at 5.59 µM; Insulin-degrading enzyme (Homo sapiens), P14735; FAbetaB cleavage; actives 0.41% (n = 320,000);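 active = percent inhibition above the average of all tested compounds plus 3 SD, set per screening campaign, cut at about 16% in these data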;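 note: IDE supplied by intact live HEK cells; FP after avidin binding of uncleaved biotin substrate so inhibition keeps polarization high; 0% = DMSO wells and 100% = 60 µM reference IDE inhibitor Ii1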
CHRM4 agonist: human M4 muscarinic receptor agonists, primary screen, CHO-K1 cells, Fluo-8 calcium fluorescence | Muscarinic acetylcholine receptor M4 (Homo sapiens), P08173 | CHO-K1 hM4/Gqi5; vehicle 0%, full acetylcholine response 100% | activation, % at 3 µM | actives 0.14% (n = 360,000) | AID 624127, 2012;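 active = activation above the run mean over all test wells plus 3 SD, cut at about 32% in these data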;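 note: peak over basal fluorescence ratio per well then scaled between controls; 0% = DMSO wells and 100% = acetylcholine at EC100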
CHRM5 agonist: human M5 muscarinic receptor agonists, primary screen, CHO-K1 cells, Fluo-8 calcium fluorescence | AID 624037, 2012 | activation, % at 3 µM | actives 0.19% (n = 360,000) | Muscarinic acetylcholine receptor M5 (Homo sapiens), P08912 | CHO-K1 hM5 cells; 0% DMSO wells, 100% maximal acetylcholine response;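 active = activation above the run's mean over test compounds plus 3 SD, cut at about 23% in these data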;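 note: signal is peak over basal fluorescence ratio across the kinetic read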
Starred values were filed as active, the others as inactive; nt = no result given.

M5 PAM,M5 antag,M4 PAM,M4 antag,CRFR2-BP antag,CRFR2-BP ag,IDE inh,CHRM4 agonist,CHRM5 agonist,canonical_smiles
-2,-1,0,2,-7,6.0,0,1,8,CCCCn1c(CNC(=O)CCC)nc2ccccc21
11,6,8,-4,-12,15,nt,1,1,S=C(NCc1ccccn1)NN=Cc1ccccn1
0,0,0,-6,-4,0.0,3,1,-4,Cc1ccc2cc(CN(CCCN(C)C)C(=O)NCc3ccccc3)c(=O)[nH]c2c1C
1,3,0,3,-26,-3.0,7,0,-1,Cc1ccc(-n2c(N)c(C(N)=O)sc2=S)c(C)c1
-1,-2,-4,7,-5,-1.1,4,0,-1,O=C(CN(Cc1ccccc1)C(=O)CCC(=O)Nc1nccs1)NCc1ccc(F)cc1
3,3,6,-8,20,1.2,-2,1,3,CCCn1c(=NC(C)=O)c(C(=O)OCC)cc2c(=O)n3ccccc3nc21
0,-1,-3,-2,5,2.0,-1,0,-9,CCOC(=O)c1ccc(NC(=O)C2C3CCC(C3)C2C(=O)O)cc1 (stereo unspecified)
8,-2,4,6,-11,1.1,-1,1,1,O=C(CCc1ccc(O)cc1)NNC(=S)NCCc1ccccc1
-11,-8,-6,-2,5,0.6,1,1,-4,Cc1cccc(NC2=C(Cl)C(=O)OC2OC(C)C)c1 (stereo unspecified)
1,1,5,-4,-19,-1.1,-3,2,-1,COc1ccc(NS(=O)(=O)c2ccc(N3CCOCC3)c(NC(=O)c3ccc(F)cc3)c2)cc1
6,0,-8,3,-18,-0.6,7,5,0,CN(CCCC(=O)Nc1ccc(Br)cc1F)S(=O)(=O)c1ccccc1
-8,4,-6,-1,8,-1.1,2,-3,-8,CC1=CC(=O)N(c2cccc(C(F)(F)F)c2)C1c1ccc(Cl)cc1 (stereo unspecified)
-2,2,-8,10,-10,-0.7,5,5,1,Cc1ccc(/C=C/C(=O)Nc2ccc(Oc3ccccc3)cc2)o1
0,5,4,-1,16,-6.9,6,0,-1,CCc1cccc(NC(=O)Cn2c(-c3ccccc3)cc(C(C)=O)c2C)c1
1,6,7,-6,-9,1.0,0,1,-7,O=C(CSc1nnc(-c2cccc(S(=O)(=O)N3CCCCC3)c2)o1)NCCC1=CCCCC1
-7,15,-2,12,10,0.4,-6,0,-7,CCC1CCCCN1CCCNC(=O)CN1C(=O)CSc2ccc(S(=O)(=O)N3CCOCC3)cc21 (stereo unspecified)
13,0,5,-8,-9,1.3,2,3,1,O=C(O)Cc1ccc(NCc2ccccc2Cl)cc1
4,-1,2,0,6,0.0,3,-1,-1,CCCN1Cc2cccc(C(=O)NC(C)c3cccs3)c2C1=O (stereo unspecified)
-5,1,3,-13,-8,2.7,4,3,3,O=C(CCc1nc(-c2ccccc2)no1)NC1CCCCC1
-2,4,6,4,-2,-1.2,8,0,-2,O=C(CSc1nc2ccccc2n1Cc1ccc(Cl)cc1)N/N=C/c1ccc(C(=O)O)cc1

Some entries already given, reduced to CHRM4 agonist, M4 antag and M5 PAM.
SMILES | CHRM4 agonist | M4 antag | M5 PAM
Cc1ccc(/C=C/C(=O)Nc2ccc(Oc3ccccc3)cc2)o1 | 5 | 10 | -2
CCc1cccc(NC(=O)Cn2c(-c3ccccc3)cc(C(C)=O)c2C)c1 | 0 | -1 | 0
O=C(CSc1nnc(-c2cccc(S(=O)(=O)N3CCCCC3)c2)o1)NCCC1=CCCCC1 | 1 | -6 | 1
CCC1CCCCN1CCCNC(=O)CN1C(=O)CSc2ccc(S(=O)(=O)N3CCOCC3)cc21 (stereo unspecified) | 0 | 12 | -7

Continuation.
M5 PAM,M5 antag,M4 PAM,M4 antag,CRFR2-BP antag,CRFR2-BP ag,IDE inh,CHRM4 agonist,CHRM5 agonist,canonical_smiles
1,9,4,-3,-2,1.8,1,1,-14,CCN(CC)CCCNc1oc(/C=C/c2ccccc2)nc1C#N
0,-6,6,-1,5,-1.0,1,1,1,CCOC(=O)C(C)(C)C(=O)C(C)(C)C(O)c1ccccn1 (stereo unspecified)
-7,-3,-7,-4,25,-0.1,nt,-2,-3,O=c1oc2ccccc2c2c1ccc1ccccc12
-1,-3,-5,-1,1,1.1,-1,1,0,COCCOC(=O)c1[nH]c2c(c1C)C(=O)C(C(=O)OC)C(C)C2 (stereo unspecified)
9,-1,9,-20,0,0.4,4,1,-4,O=C(C1=C(O)C(=O)N(CCN2CCOCC2)C1c1cccc(Br)c1)c1cccs1 (stereo unspecified)
0,3,-2,-1,11,-2.1,nt,-1,1,COc1cc(O)c(C(C)=O)c2c1C=CC(C)(C)O2
-5,-5,3,-26,0,-0.8,-2,1,-1,Cc1ccn2cc(CNC(=O)c3cccs3)nc2c1
5,4,-8,-9,23,-1.1,-1,2,-1,Cc1ccc2c(c1)c1c3n2CCN(CC(N)=O)C3CCC1 (stereo unspecified)
-4,2,-3,2,4,0.3,-4,6,-2,C=CCNC(=O)c1ccccc1NC(=O)COc1ccc(OC)cc1
2,5,-6,3,-3,0.4,-2,2,-2,COc1ccc(-c2nn(-c3ccccc3)cc2/C=N/Nc2ccc(Cl)c(C(=O)O)c2)cc1OC
-1,-6,12,-10,1,-6.7,7,1,-1,Cn1c(=O)c2c(nc(SCCCC#N)n2Cc2ccccc2F)n(C)c1=O
-25,10,-13,-5,-6,5.3,2,18,-20,CSc1ccc(CN2CCC(CO)(CCOc3ccccc3)CC2)cc1
5,-5,14,-8,-17,2.3,3,0,-4,Cn1ncc(Cl)c1C(=O)Nc1cccc(Cl)c1
-1,-2,2,-13,-50,-0.6,12,6,-3,CCOC(=O)Cc1csc(NC(=O)c2csc3c2CCCC3)n1
-8,9,-4,3,-4,0.1,-3,14,1,Cc1ccc(S(=O)(=O)N2CCN(C(=O)C(Cc3ccccc3)NC(=O)c3ccccc3)CC2)cc1 (stereo unspecified)
9,-10,0,-4,-17,2.3,8,2,1,CCOC(=O)c1c(C)[nH]c(C(=O)OCC(=O)N2CCCC2=O)c1C
1,-1,-2,1,31,-1.0,3,2,-3,CC1CN(S(=O)(=O)c2cccc(C(=O)N(CCc3ccccc3)Cc3ccccc3)c2)CC(C)O1 (stereo unspecified)
5,5,11,9,13,-2.4,-1,0,-6,CCCCN(CC)Cc1ccc(CNC(=O)Nc2ccccc2)o1
-12,15,-8,-3,9,1.4,nt,14,3,Cc1ccc(C)c(N2CCN(C(=O)CCc3nc(-c4ccccc4C(F)(F)F)no3)CC2)c1
0,-1,8,-1,-2,-1.0,2,2,-3,c1ccc(OCCOc2ncnc3sccc23)cc1
0,12,-3,-1,-24,6.9,4,1,0,N#CCSc1ccc(S(=O)(=O)N2CCOCC2)cn1
-4,-1,6,-4,9,-0.7,4,1,-3,O=C(O)c1cc(Cl)c(Cl)cc1C(=O)Nc1cccc2cccnc12
-9,-1,1,-1,10,1.2,6,2,6,COc1ccc(-c2nc(N)sc2C2(O)C(=O)Nc3c(Br)cc(F)cc32)cc1OC (stereo unspecified)
3,-4,-6,9,12,-0.9,-11,2,-2,O=C(/C=C/c1ccccc1)OCc1cncs1
-5,-2,-6,-14,8,-1.7,2,10,-1,Cc1ccc(CNC(=O)c2ccc(CS(=O)Cc3cccc(Cl)c3)o2)cc1 (stereo unspecified)
3,-11,8,1,15,-1.3,7,2,0,COc1ccc(S(=O)(=O)NCc2ccccc2Cl)cc1OC
1,5,-2,-5,6,-1.6,nt,0,-2,O=C1NC2=C(C(=O)CCC2)C(c2cccc([N+](=O)[O-])c2)N1 (stereo unspecified)
4,-8,11,-5,nt,nt,nt,1,0,CC1(C(=O)NS(=O)(=O)c2ccc(Br)cc2)CCN1C(=O)CCc1cccs1 (stereo unspecified)
0,1,-2,-3,-4,0.0,-2,1,0,CCCC(=O)OCC(=O)Nc1cc([N+](=O)[O-])ccc1OC
1,3,5,-3,nt,nt,nt,1,0,O=C(OCCO)c1c(-c2ccccc2)oc2c1C(OCCO)CCC2 (stereo unspecified)
3,-3,-1,2,-7,-1.5,nt,0,0,COc1ccccc1C(=O)NCCC(=O)N1CC(C)OC(C)C1 (stereo unspecified)
7,-1,5,0,-10,0.6,-4,1,-3,CCCCN1C(=O)N(C)C2C1N(C)C(=O)N2CCCC (stereo unspecified)
-3,4,-1,0,-4,1.0,-3,3,4,O=C(NC1CCCCCCC1)c1ccc(F)c(S(=O)(=O)N2CCOCC2)c1
5,-3,7,2,1,-1.5,3,0,3,O=C(Cn1cnc2c(nnn2-c2cccc(Cl)c2)c1=O)N1CCCC1
-3,3,3,-18,9,-1.4,-1,1,-5,CCOC(=O)Cn1nc(C)n(-c2ccc(F)cc2)c1=O
-4,10,4,-1,-22,1.2,1,4,-1,CCN(CC)S(=O)(=O)c1ccc(/C=C/C(=O)OCC(=O)c2c(N)n(C)c(=O)n(C)c2=O)cc1
-12,3,-5,-4,nt,nt,nt,7,1,CSc1ccc(Cn2c(C)c(C(=O)NCc3ccc4c(c3)OCO4)sc2=O)cc1
1,-2,2,0,5,-1.6,11,0,2,CCOC(=O)Cc1csc(NC(=O)CC(C)(C)CC(=O)O)n1
2,6,9,6,-31,-1.6,-2,1,-5,CN1CCN(c2oc(-c3cccs3)nc2S(=O)(=O)c2ccccc2)CC1
0,9,-1,-5,10,-1.2,6,0,-3,Cc1cnc(CN(C)C(=O)C2CCC(=O)N(CCc3ccccc3)C2)[nH]1 (stereo unspecified)
-6,-1,-2,-4,10,-1.4,nt,0,-2,CN1C(=O)/C(=C/C=C2\SCCN2C)N(C)C1=S
3,-4,-2,1,-17,-1.0,2,1,1,COc1ccc(NC(=O)C2(c3ccc(NC(=O)c4ccc(OC)cc4)cc3)CCCC2)cc1
0,4,-14,2,2,-2.3,-4,1,2,Cc1cc(O)c(N=Cc2cc3c(cc2[N+](=O)[O-])OCO3)cc1C
1,-2,11,-11,-12,1.9,0,2,-4,CC1CCN(CCC(=O)Nc2ccc(Cl)cc2)CC1
-6,9,-1,-5,-8,1.5,2,2,1,O=C(Cn1c(NCCCO)nc2ccccc21)c1ccc(Cl)cc1
-4,1,2,-5,-29,-0.9,4,4,2,COC(=O)Cc1c(C)[nH]n(-c2cc(Cl)cc(Cl)c2)c1=O
-8,12,7,-1,-2,-0.1,3,1,-1,O=C(N/N=C/c1ccsc1)c1ccc2c(c1)OCO2
-2,-4,-10,4,-18,7.0,nt,2,-2,c1ccc(CN=C2CCCc3ccccc3N2)cc1
1,4,-3,4,11,0.7,1,0,-13,N#Cc1c(F)cccc1NCCCn1ccnc1
-24,6,-5,1,11,-3.5,4,12,-2,CC(=O)c1cccc(OCC(=O)c2cc(C)n(-c3cc(C)on3)c2C)c1
2,0,1,2,3,-2.2,13,0,-1,CCSc1nnc(-c2cccnc2)n1-c1ccc(C)c(Cl)c1
